From PubChem BioAssay
Neddyl block = inhibitors of cullin neddylation, primary screen, biochemical, TR-FRET, uHTS, NAE and Ubc12; NEDD8-conjugating enzyme Ubc12 (Homo sapiens) + NEDD8-activating enzyme E1 regulatory …; calls only at 25 µM; 360,000 tested, 0.58% active; AID 651699, 2012; in the data active = inhibition above about 36%
Rin1 Abl inh = inhibitors of Rin1-Abl protein binding, primary screen, biochemical, TR-FRET; Tyrosine-protein kinase ABL1 (Homo sapiens) + Ras and Rab interactor 1 (Homo sapiens), …; inhibition, % at 7.35 µM; 360,000 tested, 0.4% active; in the data active = inhibition above about 5%, passing the limit was not always enough
CSN deneddyl inh = inhibitors of CSN-mediated cullin deneddylation, primary screen, biochemical, fluorescence polarization, uHTS; COP9 signalosome complex subunit 5 (Homo sapiens), Q92905; Purified CSN, SCF-Nedd8-OG deneddylation; inhibition, % at 12.5 µM; 360,000 tested, 0.38% active;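 active = pattern-corrected inhibition above about 35%, with an unprinted fluorescence ratio check between 0.5 and 1.5, limit read from the data, passing the limit was not always enough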;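 note: 0% = enzyme with substrate and 100% = substrate without enzyme; some results filed as inactive read as strong as hits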
Target sequence (Q92905 whole entry, looked up, one chain of several): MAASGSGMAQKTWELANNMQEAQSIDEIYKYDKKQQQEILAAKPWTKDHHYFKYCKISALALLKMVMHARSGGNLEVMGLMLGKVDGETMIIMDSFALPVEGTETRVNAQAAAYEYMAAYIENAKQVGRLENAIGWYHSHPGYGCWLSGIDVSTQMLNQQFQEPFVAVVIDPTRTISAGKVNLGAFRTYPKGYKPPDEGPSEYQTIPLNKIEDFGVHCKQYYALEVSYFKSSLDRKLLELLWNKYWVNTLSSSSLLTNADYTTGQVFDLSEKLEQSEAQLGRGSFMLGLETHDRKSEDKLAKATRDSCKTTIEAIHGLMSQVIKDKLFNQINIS
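Material: purified human Csn5 enzyme expressed in HEK293T cells / Medium: Tris buffer pH 7.5, NaCl, DTT, Tween-20, trehalose, ovalbumin / Compound dosing: 12.5 µM single point / Schedule: 90 min incubation of compound, enzyme and substrate at room temperature / Signal: fluorescence polarization of the substrate / Control set: no-enzyme wells high, enzyme-with-substrate wells low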
MsrA inh = bovine MsrA enzyme inhibitors, primary screen, biochemical, absorbance, HTS; Methionine sulfoxide reductase A (Bos taurus); inhibition, % at 15.5 µM; purified bovine MsrA, absorbance read-out; 360,000 tested, 0.75% active; in the data active = inhibition above about 4.5%;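 note: 0% = vehicle wells with enzyme and 100% = reference inhibitor wells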
FAS TE block = FAS thioesterase domain inhibitors, primary screen, biochemical, fluorescence intensity, uHTS; Fatty acid synthase (Homo sapiens), P49327; recombinant FAS-TE, OMFH fluorogenic substrate, fluorescence endpoint; inhibition, % at 15 µM; 360,000 tested, 0.67% active; AID 602261, 2012;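 active = compounds whose normalised, plate-corrected inhibition of enzyme fluorescence in the single-dose primary screen is 50% or more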;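 note: 0% = DMSO with enzyme and 100% = substrate without enzyme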
Tb MetRS inh = T. brucei MetRS inhibitors, primary screen, biochemical, luminescence | 360,000 tested, 0.4% active | inhibition, % at 11.9 µM | AID 624268, 2012 | purified T. brucei MetRS, ATP depletion, Kinase-Glo luminescence;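 active = inhibition above a per-plate cutoff of the control wells' mean inhibition plus 3 SD, cut at about 5.5% in these data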;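 note: 0% = DMSO wells median and 100% = median of wells with control inhibitor compound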
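Measured by: Kinase-Glo luciferase luminescence reporting remaining unconsumed ATP. Material: purified T. brucei MetRS enzyme. Doses: 11.9 µM compound single dose, 0.9% DMSO. Medium: HEPES buffer containing pyrophosphatase, BSA, spermine, DTT. Times: 15 min preincubation, 2 h reaction, all 25 °C. Reagent: methionine, ATP and bulk E. coli tRNA.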
bovine MsrA act = bovine MsrA enzyme activators, primary screen, biochemical, absorbance, HTS; Methionine sulfoxide reductase A (Bos taurus); purified bovine MsrA, absorbance read-out; 360,000 tested, 0.3% active; activation, % at 10.6 µM; AID 602163, 2012; in the data active = activation above about 7.5%;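 note: 0% = vehicle and 100% = reference activator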
PABP1 MLLE inh = inhibitors of PABP1 MLLE–PAM2 peptide binding, primary screen, biochemical, fluorescence polarization, FITC-PAM2, GST-MLLE | inhibition, % at 20 µM | 360,000 tested, 0.36% active | AID 588489, 2011; in the data active = inhibition above about 35%, passing the limit was not always enough;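 note: plate controls were DMSO wells with GST-MLLE for no effect and wells lacking GST-MLLE protein for full effect; some results filed as inactive read as strong as hits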
E coli Lon inh = inhibitors of E. coli Lon protease, primary screen, biochemical, fluorescence polarization. purified E. coli Lon protease. inhibition, % at 7.94 µM. 360,000 tested, 0.42% active. AID 602123, 2011; in the data active = inhibition above about 13%, passing the limit was not always enough;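 note: 0% = enzyme with probe and DMSO and 100% = no enzyme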
Target sequence (P0A9M0 whole entry, looked up): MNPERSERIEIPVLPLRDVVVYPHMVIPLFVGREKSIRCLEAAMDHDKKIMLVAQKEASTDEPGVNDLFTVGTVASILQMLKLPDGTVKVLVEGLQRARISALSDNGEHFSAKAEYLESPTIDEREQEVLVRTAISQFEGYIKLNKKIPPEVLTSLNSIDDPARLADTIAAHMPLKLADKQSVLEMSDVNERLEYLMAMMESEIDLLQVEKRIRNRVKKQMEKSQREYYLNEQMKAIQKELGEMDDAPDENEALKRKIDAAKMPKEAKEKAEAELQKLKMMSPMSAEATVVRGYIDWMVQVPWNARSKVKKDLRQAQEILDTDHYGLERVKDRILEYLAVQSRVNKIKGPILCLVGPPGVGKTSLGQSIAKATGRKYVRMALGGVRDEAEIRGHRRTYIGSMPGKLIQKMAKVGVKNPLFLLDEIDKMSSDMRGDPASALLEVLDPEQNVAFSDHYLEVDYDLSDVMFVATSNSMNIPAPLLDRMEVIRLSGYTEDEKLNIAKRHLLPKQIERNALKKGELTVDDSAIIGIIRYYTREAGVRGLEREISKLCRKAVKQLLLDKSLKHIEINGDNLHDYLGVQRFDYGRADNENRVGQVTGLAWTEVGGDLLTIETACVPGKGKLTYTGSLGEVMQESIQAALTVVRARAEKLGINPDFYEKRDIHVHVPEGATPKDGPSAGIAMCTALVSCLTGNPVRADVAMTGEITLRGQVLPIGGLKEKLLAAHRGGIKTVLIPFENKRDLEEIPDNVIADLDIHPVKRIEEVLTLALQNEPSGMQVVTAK
The depositor's hits bear a star; i = inactive; nt = no result given; + = active, no number.

nr	smiles	FAS TE block	bovine MsrA act	Neddyl block	E coli Lon inh	CSN deneddyl inh
1	COCC(=O)Nc1ccc(S(=O)(=O)Nc2nccs2)cc1	-3	-3	i	-5	-1
2	Fc1ccc(-c2nc3c(-c4ccc(F)cc4)cnn3cc2CCN2CCOCC2)cc1	11	-7	i	-3	-2
3	O=C(Nc1ccc(F)c(F)c1)C1CCCN(S(=O)(=O)c2cccc3nonc23)C1 (configuration not stated)	-5	-12	i	3	2
4	CCCn1c(=O)c(C(=O)Nc2cc(C)ccn2)c(O)c2ccccc21	19	-3	i	2	-3
5	CC1CCN(CCCOc2ccc(OCc3ccccc3)cc2)CC1	-9	-4	i	6	2
6	c1cnc2c(C3NCCc4c3[nH]c3ccccc43)cccc2c1 (configuration not stated)	-4	-1	i	3	0
7	CC(=O)Nc1ccc(N2C(C(C)=O)=NN(c3ccccc3)C2c2cccs2)cc1 (configuration not stated)	7	-3	i	-12	3
8	Cc1nn(C(C)C)c(C)c1CN1CCCC(CCC(=O)NCc2ccccc2F)C1 (configuration not stated)	-4	-1	i	7	-1
9	CCC(C(=O)Nc1ncn[nH]1)(C(F)(F)F)C(F)(F)F	-9	-4	i	-6	1
10	O=C(O)C1CCCCC1C(=O)NCCc1ccc(Cl)cc1 (configuration not stated)	-8	-1	i	-5	0
11	CCn1nnc(-c2ccccc2NS(=O)(=O)c2ccc(C(=O)OC)cc2)n1	15	-1	i	2	9
12	COc1ccc(Br)cc1CN1CCSCC1	1	-2	i	-9	-3

nr	Rin1 Abl inh	Tb MetRS inh	PABP1 MLLE inh	MsrA inh
1	-2	-2.1	9	-0.3
2	8	1.4	-4	0.8
3	-4	-0.5	-8	-0.8
4	-2	-0.6	-3	1.3
5	-2	-0.8	1	1.6
6	0	-0.8	6	nt
7	-2	-0.3	3	-0.5
8	0	-0.7	2	2.1
9	5	-0.9	-8	-0.6
10	1	-0.3	1	0.3
11	0	0.0	-13	-0.4
12	2	-0.4	9	0.1

Remaining list, next part
nr	smiles	FAS TE block	bovine MsrA act	Neddyl block	E coli Lon inh	CSN deneddyl inh
13	O=C(NCCc1ccc(F)cc1)c1ccc([N+](=O)[O-])cc1	28	1	i	4	1
14	CC(C)c1ccc(NC(=O)COc2ccccc2)cc1	10	-3	i	-8	5
15	CC(C)c1onc(C(=O)NC2CCCCC2)c1[N+](=O)[O-]	-4	-3	i	-1	3
16	Cc1cc2cc(CNC(=O)Cc3cccs3)ccc2n1C	0	-1	i	13	-4
17	Cc1cc(=O)cc(C)n1-c1ccc2c(c1)nc(C)n2-c1ccccc1	-2	-2	i	1	-4
18	COc1ccc(C(=O)/C=C2/c3ccccc3CC(C)(C)N2C)cc1	1	1	i	-6	-7
19	COc1ccc(C2=NOC(C(=O)NCC(C)C)C2)cc1 (configuration not stated)	-2	-3	i	0	-3
20	COC(=O)C1=C(C)N=C2SC(C)C(=O)N2C1/C=C/c1ccccc1OC (configuration not stated)	9	-1	i	3	10
21	COc1ccc(NC(=O)c2ccc(NC(=O)CN3CCC(C(N)=O)CC3)cc2)cc1	-8	-2	i	-3	0
22	O=S(=O)(CCNCCc1ccccc1)NC1CCCCC1	-7	-4	i	-9	-6
23	NC(=S)N/N=C/c1cccc(O)c1O	-4	-3	i	-2	-2
24	CC(C)c1ccc(NC(=O)c2cc(Br)ccc2Br)cc1	26	-2	i	0	-2

nr	Rin1 Abl inh	Tb MetRS inh	PABP1 MLLE inh	MsrA inh
13	0	-0.2	3	-0.2
14	0	0.9	4	-0.9
15	2	0.1	-6	0.6
16	-12	-0.8	39*	nt
17	1	-0.2	2	0.6
18	-2	-0.2	14	-0.2
19	-2	0.4	4	0.1
20	0	0.1	8	-0.1
21	-2	0.2	-8	0.3
22	0	-0.1	-10	0.5
23	0	0.2	23	3.5
24	-3	-0.5	-5	2.9

Copied from above, nos. 20–22
nr	smiles	FAS TE block	bovine MsrA act	Neddyl block	E coli Lon inh	CSN deneddyl inh
20	COC(=O)C1=C(C)N=C2SC(C)C(=O)N2C1/C=C/c1ccccc1OC (configuration not stated)	9	-1	i	3	10
21	COc1ccc(NC(=O)c2ccc(NC(=O)CN3CCC(C(N)=O)CC3)cc2)cc1	-8	-2	i	-3	0
22	O=S(=O)(CCNCCc1ccccc1)NC1CCCCC1	-7	-4	i	-9	-6

nr	Rin1 Abl inh	Tb MetRS inh	PABP1 MLLE inh	MsrA inh
20	0	0.1	8	-0.1
21	-2	0.2	-8	0.3
22	0	-0.1	-10	0.5

The list continues.
nr	smiles	FAS TE block	bovine MsrA act	Neddyl block	E coli Lon inh	CSN deneddyl inh
25	COc1ccccc1NC(=O)CCN1C(=O)C2C3CCC(C3)C2C1=O (configuration not stated)	-7	-1	i	-3	-3
26	O=C(Nc1cccc(C(F)(F)F)c1)c1cccnc1N1CCOCC1	5	3	i	0	-1
27	CC1CCCN(S(=O)(=O)c2ccc(NC(=O)C3CC(=O)N(c4ccccc4)C3)cc2)C1 (configuration not stated)	9	-1	i	-5	1
28	COc1ccc(OC)c(N2C(=O)CCCC2=O)c1	-4	-3	i	-15	-1
29	O=C(NNC(=O)C1CC(c2cccnc2)=NO1)Nc1ccccc1F (configuration not stated)	-6	-4	i	-5	1
30	Cc1ccc2nc(C)c3c(c2c1)SCC3	-2	-4	i	-4	-6
31	CC1CCN(C(=O)Nc2ccc3nsnc3c2)CC1	-5	-3	+	0	-1
32	CSc1sccc1/C=C(/C#N)C(=O)c1ccco1	-10	-9	i	3	1
33	COc1ccc(CCNC(=S)NCCc2c[nH]c3ccccc23)cc1	4	-8	i	-2	1
34	NC(=O)C1CCN(CC(=O)NC2CCCc3ccccc32)CC1 (configuration not stated)	-6	-1	i	-3	-7
35	O=C(O)C1Cc2ccccc2CN1C(=O)CSc1nnc2ccccn12 (configuration not stated)	-6	-2	i	0	-2
36	COCCN(C(=O)COC(=O)CCc1c[nH]c2ccccc12)c1c(N)n(Cc2ccccc2)c(=O)[nH]c1=O	-2	-7	i	-13	1

nr	Rin1 Abl inh	Tb MetRS inh	PABP1 MLLE inh	MsrA inh
25	0	0.1	7	1.0
26	0	-0.6	-9	0.5
27	6	-0.3	-11	-0.8
28	3	0.1	0	2.6
29	2	-0.4	3	0.9
30	-6	0.2	-8	2.5
31	0	0.1	14	0.9
32	-2	-1.2	2	2.0
33	-1	-0.2	-33	-0.3
34	-3	-0.3	-5	0.9
35	-4	-0.2	24	-0.9
36	-3	-0.6	10	-0.1

One compound at a time, from the list above:
Listed for CSc1sccc1/C=C(/C#N)C(=O)c1ccco1 : FAS TE block: -10; bovine MsrA act: -9; Neddyl block: i; E coli Lon inh: 3; CSN deneddyl inh: 1; Rin1 Abl inh: -2; Tb MetRS inh: -1.2; PABP1 MLLE inh: 2; MsrA inh: 2.0
Listed for O=C(Nc1cccc(C(F)(F)F)c1)c1cccnc1N1CCOCC1 : FAS TE block: 5; bovine MsrA act: 3; Neddyl block: i; E coli Lon inh: 0; CSN deneddyl inh: -1; Rin1 Abl inh: 0; Tb MetRS inh: -0.6; PABP1 MLLE inh: -9; MsrA inh: 0.5

(listing goes on)
nr	smiles	FAS TE block	bovine MsrA act	Neddyl block	E coli Lon inh	CSN deneddyl inh
37	Cc1ccc(NC(=O)CSCC(=O)OC(C)C(=O)Nc2ccccc2C)cc1 (configuration not stated)	-3	-1	i	0	-2
38	COc1ccc(CCNCC(O)COc2ccc(Cl)cc2)cc1OC (configuration not stated)	-6	-2	i	-10	3
39	CCC(=O)Nc1nn(CC(C)C)c2nc3ccc(C)cc3cc12	3	1	nt	-4	-2
40	COc1ccc(C)cc1NC(=O)CSc1ccc(-c2ccccn2)nn1	9	0	i	-12	5
41	COc1ccc(-n2c(C)nnc2SCC(=O)N2CCOCC2)cc1	-1	0	i	7	3
42	COc1ccccc1C(=O)NC(=O)COC(=O)CNC(=O)c1ccc(Cl)c([N+](=O)[O-])c1	14	4	i	5	-3
43	CCOC(=O)CSc1n[nH]c(-c2ccco2)n1	-8	-1	i	-1	3
44	COc1ccc(N2CCN(C(=O)C3CCN(S(=O)(=O)c4cccs4)CC3)CC2)cc1	0	-2	i	0	3
45	COc1ccc(Br)cc1/C=N/NC(=O)Cn1nnnc1N	-1	-5	i	-3	5
46	C[C@]12CC[C@@H]3c4ccc(OC(=O)c5ccccc5)cc4CC[C@H]3[C@@H]1CC[C@@H]2O	21	-4	i	-12	2
47	C[C@@H](c1ccccc1)N1C[C@@H](COCc2ccccc2)Oc2cc(N3CCC[C@H]3CO)ccc2S1(=O)=O	16	5	i	-10	-2
48	CCOC(=O)/C(=N/Nc1ccc(OC)cc1)Sc1nnc(CCc2ccccc2)n1-c1ccccc1	6	-2	i	2	-1

nr	Rin1 Abl inh	Tb MetRS inh	PABP1 MLLE inh	MsrA inh
37	1	-0.1	-6	-1.2
38	1	-0.4	-8	-0.3
39	-2	0.3	0	0.2
40	0	-0.4	5	0.8
41	-4	-0.8	-6	-0.6
42	-1	0.6	1	0.0
43	1	-0.2	-24	-0.9
44	4	-0.3	-9	-0.4
45	-1	-0.7	-12	2.4
46	-1	-0.5	-12	-0.9
47	nt	-0.5	nt	-0.3
48	-3	-0.5	25	0.6

The list goes on:
nr	smiles	FAS TE block	bovine MsrA act	Neddyl block	E coli Lon inh	CSN deneddyl inh
49	Cc1ccc(S(=O)(=O)N=N/C=C2\C=CC=CN2O)cc1	-8	-4	i	-3	-6
50	Cc1ccc2nc(SCC(=O)N3CCCC3)nc(=O)n2c1	-7	-6	i	0	-4
51	CC(=O)N(c1ccc(N(C(C)=O)S(=O)(=O)c2cccs2)cc1)S(=O)(=O)c1cccs1	-5	1	i	-3	1
52	CC1CCN(c2ccc(/C=C(\C#N)c3nn(-c4ccccc4)c(N)c3C#N)cc2[N+](=O)[O-])CC1	18	-3	i	-5	-14
53	Cc1cc(C)c(C2=NOC3C4CCC(C4)C23)c(C)c1 (configuration not stated)	8	-3	i	1	-8
54	CCOc1cc(C(N)=O)cc(Br)c1OCc1ccccc1	3	-4	i	-5	5
55	Cc1ccc([C@H]2C[C@H](O)[C@@H](n3cc(C4CC4)nn3)CN2CC2CCCCC2)cc1	20	-6	i	1	1
56	CC(C)(CO)NC(=O)c1ccc2c(c1)C(=O)c1ccccc1-2	-2	2	i	-3	4
57	CN(C)S(=O)(=O)c1ccc(C(=O)Nc2nc3ccccc3[nH]2)cc1	-4	-4	nt	-1	5
58	COc1cc(OC)c(C2C(C#N)=C(N)OC3=C2C(=O)CC(C)(C)C3)cc1OC (configuration not stated)	-8	-2	i	-1	6

nr	Rin1 Abl inh	Tb MetRS inh	PABP1 MLLE inh	MsrA inh
49	2	-0.2	23	-0.3
50	3	-0.4	-2	2.0
51	-1	-0.1	-10	0.4
52	3	-0.4	-11	-0.8
53	1	-0.3	3	-0.1
54	1	0.5	-7	-0.1
55	0	-1.8	-12	0.8
56	-5	0.0	1	1.5
57	0	0.1	6	3.3
58	0	-0.1	-7	0.1
